# ABCB6 inh 2: ABCB6 transporter inhibitors, primary screen, K562-ABCB6 cells, flow cytometry, MLPCN library; 360,000 compounds, 0.19% hits; ATP-binding cassette sub-family B member 6 (Homo sapiens), Q9NP58; AID 602162, 2011; fluorescence ratio to DMSO, % at 10 µM; K562-ABCB6 porphyrin accumulation, 1 h; active compounds read low;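 active means fluorescence ratio to DMSO below 75%, the collection mean minus 3 SD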;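 further: signal is porphyrin accumulated inside mitochondria; 100% equals median channel fluorescence of DMSO control wells; lower ratio means ABCB6 inhibition with less porphyrin fluorescence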
# Target sequence (Q9NP58 whole entry, looked up): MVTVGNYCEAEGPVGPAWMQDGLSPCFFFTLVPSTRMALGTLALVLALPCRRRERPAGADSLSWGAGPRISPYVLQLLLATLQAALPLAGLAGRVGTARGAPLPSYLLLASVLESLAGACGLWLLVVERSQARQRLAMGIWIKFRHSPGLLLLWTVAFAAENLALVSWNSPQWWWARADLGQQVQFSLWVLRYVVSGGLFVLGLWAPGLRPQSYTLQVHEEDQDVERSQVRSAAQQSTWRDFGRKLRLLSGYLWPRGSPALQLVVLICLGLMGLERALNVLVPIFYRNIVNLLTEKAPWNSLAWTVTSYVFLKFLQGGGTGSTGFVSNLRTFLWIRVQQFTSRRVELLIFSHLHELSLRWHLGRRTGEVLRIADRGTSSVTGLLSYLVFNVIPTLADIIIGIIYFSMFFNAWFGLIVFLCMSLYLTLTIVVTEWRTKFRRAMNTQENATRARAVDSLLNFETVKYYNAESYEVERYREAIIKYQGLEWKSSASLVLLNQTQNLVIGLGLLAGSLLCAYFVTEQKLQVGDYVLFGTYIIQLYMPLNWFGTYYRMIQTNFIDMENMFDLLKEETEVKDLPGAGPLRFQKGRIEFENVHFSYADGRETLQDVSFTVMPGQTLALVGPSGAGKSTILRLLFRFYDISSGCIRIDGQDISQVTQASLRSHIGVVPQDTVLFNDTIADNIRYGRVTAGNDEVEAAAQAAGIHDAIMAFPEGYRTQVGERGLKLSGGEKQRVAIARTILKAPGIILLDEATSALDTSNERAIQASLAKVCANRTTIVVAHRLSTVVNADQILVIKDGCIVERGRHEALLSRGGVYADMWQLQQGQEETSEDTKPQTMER
# hiPSC survival: enhancers of single-cell hiPSC survival, primary screen, ATPlite luminescence; 360,000 compounds, 0.044% hits; 100% = ROCK inhibitor wells, 0% = DMSO; survival enhancement, % at 20 µM; in the data active means survival enhancement above about 18%;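 further: cells exposed to compounds for 16 hours before the ATP read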
# Cardio protect: cardioprotection against H2O2-induced cell death, primary screen, uHTS, H9c2 cells, ATPLite luminescence | H9c2 cardiomyocytes, H2O2 injury protection, 2 h | AID 588492, 2011 | 360,000 compounds, 0.63% hits | protection from H2O2 cell death, % at 20 µM;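 active means compounds giving at least 50% protection of heart cells from peroxide-induced death in the single-dose screen, raw or plate-pattern-corrected value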;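 further: 0% = DMSO wells with peroxide and 100% = DMSO wells without peroxide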
# m5-HT2A agonist: mouse Htr2a agonists via beta-arrestin recruitment, primary screen, cell-based, luminescence; 5-hydroxytryptamine receptor 2A (Mus musculus), P35363; CHO-K1 mHTR2A beta-arrestin complementation; percent of 30 µM serotonin response; activation, % at 7.6 µM; 360,000 compounds, 0.66% hits; AID 624169, 2012;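 active means activation above a run cutoff, the mean activation of all tested compounds plus 3 SD, cut at about 14% in these data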;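 further: 0% = plate median of compound wells and 100% = 30 µM serotonin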
# N-glyco inh: increase of ERlucT glycosylation luciferase signal, primary screen, N-linked glycosylation inhibitor project, D54 ERlucT cells, luminescence, set 2 | D54 ERlucT glycosylation luciferase reporter, 24 h; percent of 100 nM tunicamycin response | reporter increase, % at 12.5 µM | 360,000 compounds, 0.23% hits | AID 588692, 2011;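 active means mean luciferase reporter signal, scaled so untreated is 0 and the glycosylation-blocking control 100, at or above a set limit in every replicate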;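 further: luciferase carries N-glycosylation sites so blocking glycosylation raises the light; 0% = median of neutral control wells and 100% = median of 100 nM tunicamycin wells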
# CaV13 FRET inh: Primary screen for inhibitors of IQ motif and Ca2+-dependent inactivation inhibitor domain binding in CACNA1D, Förster resonance energy transfer in living cells, … | 340,000 compounds, 0.098% hits | AID 743397 | HEK cells, CFP/YFP FRET ICDI-IQ, plate reader, 10 min; percent FRET-ratio fall versus neutral wells | inhibition, % at 12.3 µM;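 active means mean replicate inhibition of at least 30% and at least 1% of replicates passing that level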;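 further: 0% = median of the neutral control wells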
# aDG glyco up: activators of alpha-DG glycosylation, primary screen, uHTS, Pro5-aDG cells, AlphaScreen. alpha-DG glycosylation AlphaScreen (IIH6); 0% Pro5, 100% B10-LARGE cell signal. activation, % at 10 µM. 360,000 compounds, 0.22% hits. AID 624168, 2012;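 active means activation of at least 8% versus controls, or a plate z-score of at least 8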;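 further: Pro5 are CHO cells carrying HIG-tagged alpha-DG that lacks glycosylation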
# PDI turbidity: inhibitors of human PDI, primary screen, biochemical, turbidity, single point, plate reader; Protein disulfide-isomerase (Homo sapiens), P07237; PDI insulin aggregation turbidity, A650, 90 min; inhibition, % at 10 µM; 350,000 compounds, 0.052% hits;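 active means mean inhibition across replicates of 30% or more, whatever share of single replicates reach that level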;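 further: absorbance from insulin aggregation driven by PDI reduction with DTT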
# Exocytosis inh: LAMP-1 surface exposure blockers, TALL-104 cells – cell-based, flow cytometry, MLPCN library, primary screen; inhibition, % at 10 µM; AID 651702, 2012; TALL-104 LAMP-1 surface exposure; cells stimulated with thapsigargin and PMA; 360,000 compounds, 0.66% hits;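 active means inhibition above about 55%, limit read from the data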
# Vif imaging: HIV Vif self-association inhibitors, primary screen, imaging, HEK293T, single point; inhibition, % at 7.49 µM; HEK293T cells, Vif self-association by quenched fluorescence, 24 h; 340,000 compounds, 0.35% hits; AID 602346, 2012; in the data active means inhibition above about 50%, passing the limit was not always enough; further: some results filed as inactive read as strong as hits
# Numbers without * were called inactive; · = no result given.
SMILES,ABCB6 inh 2,hiPSC survival,Cardio protect,m5-HT2A agonist,N-glyco inh,CaV13 FRET inh,aDG glyco up,PDI turbidity,Exocytosis inh,Vif imaging
Cc1cc(O)ccc1-c1cc(C(=O)NCc2ccc(F)cc2)[nH]n1,85,4.1,-6,-8,3,-4,0.0,-1,7,-7
O=C(NCCn1cc(SCc2ccccc2)c2ccccc21)c1ccccc1F,95,-0.7,-22,-7,-6,-5,0.3,·,6,·
CCOC(=O)N1CCN(C(=O)c2ccc(SC)cc2OC)CC1,91,0.2,-3,-3,-3,-2,0.2,-3,-5,7
Cc1ccc(OCCOCCNC(C)(C)C)c([N+](=O)[O-])c1,101,-0.8,0,-6,1,-5,0.1,10,4,-12
O=C(O)CCC(=O)Nc1ccccc1Oc1ccccc1,98,-0.9,8,-1,0,1,-0.2,6,5,-1
Cc1[nH]c2ccc(-c3nnc(SCC(=O)c4ccccc4F)o3)cc2c1C,351,-0.6,32,-1,-8,-2,-0.2,-2,0,-2
CN(C)CCNC(=O)c1cccc(-c2cnc3c(NC=O)cc(/C=C/c4ccccc4)cn23)c1,98,-4.3,-11,-13,-7,-4,-0.4,11,-2,1
Cc1cc(S(=O)(=O)n2cnc3ccccc32)c(C)cc1Cl,96,-1.1,3,-1,-1,·,0.2,-7,-2,-5
Cc1ccc(C(=O)NCCNC(=O)COc2ccccc2Cl)cn1,97,-0.3,2,2,1,2,-0.1,4,-3,-13
CCCC(=O)Oc1ccc(C2NC(=O)c3ccccc3O2)cc1OC (configuration not stated),101,-0.3,7,5,2,-3,0.1,10,5,-4
CCNC(=O)C(=O)NCC1OCCCN1S(=O)(=O)c1ccc(F)cc1C (configuration not stated),101,0.5,3,11,-1,-9,-0.3,-2,-3,11
CCc1cc2c(SCC(=O)c3ccc(C)cc3)ncnc2s1,86,-0.7,-13,-2,6,·,0.0,-2,-2,5
COc1ccc(-c2c(=O)n(OCc3ccccc3[N+](=O)[O-])c3ccccc3[n+]2[O-])c(OC)c1,104,-0.8,-2,-4,2,-3,0.2,8,-2,-2
CC(=O)Nc1sc(N/N=C\c2cccc(Cl)c2)nc1-c1cccs1,95,0.3,-8,2,3,-8,0.0,2,13,·
Cc1ccccc1-c1cc2c(c3c1ccn3C)C1CCC2O1 (configuration not stated),103,-1.8,0,-1,1,·,-0.1,·,0,·
CC(O)Cc1nsc(NC(=O)c2cccs2)n1 (configuration not stated),95,-1.0,4,4,0,-6,0.1,-10,8,-5
COc1ccc(C2c3c(ncn(CCCN4CCOCC4)c3=N)Oc3ccc4ccccc4c32)cc1OC (configuration not stated),104,-0.7,-5,3,-1,17,0.0,15,8,-2
COc1ccc(CNC(=O)C[C@H]2C[C@H](C(=O)N3CCOCC3)[C@@]3(CCC4CCCC4)c4[nH]c5ccc(Cl)cc5c4CCN3C2=O)cc1OC,92,-3.8,2,7,7,-6,0.4,-5,2,·
COc1ccccc1-n1cnc2cc(C(=O)NCC3CCCO3)ccc21 (configuration not stated),98,-2.9,-5,1,-1,-4,0.1,-3,-2,·
COc1ccc(C(=O)NCCCNC(=O)c2cccnc2)cc1Br,95,-0.4,-8,-4,1,-2,0.4,3,0,·
COc1cccc(OC)c1C(=O)Nc1ccc2c3c(cccc13)CC2,102,-0.6,5,-3,-1,·,0.0,-1,-4,5
O=C(O)C(Cc1c[nH]c2ccccc12)NS(=O)(=O)c1cccc2nsnc12 (configuration not stated),99,-1.0,-4,-3,1,3,-0.2,-5,-2,3
O=C(CSc1ncccc1C(=O)O)c1cccc(C(F)(F)F)c1,95,-0.7,-4,-1,2,-7,-0.1,7,-1,-8
CCOc1ccccc1N(C(=O)Cn1nnnc1-c1ccc(C)o1)C(CC)C(=O)NC(C)(C)C (configuration not stated),95,0.2,-4,6,-2,-5,0.4,-5,0,-8
COC(=O)c1cnn(C(=O)c2cc(OC)ccc2Br)c1N,103,-3.2,0,-1,4,-6,-0.1,1,-4,-3

# (cont.)
SMILES,ABCB6 inh 2,hiPSC survival,Cardio protect,m5-HT2A agonist,N-glyco inh,CaV13 FRET inh,aDG glyco up,PDI turbidity,Exocytosis inh,Vif imaging
CSc1nc(N)nc(SCC(=O)C23CC4CC(CC(C4)C2)C3)c1C#N,99,3.5,-4,2,-6,-7,0.2,5,3,-15
CC1Cc2ccccc2N1CC(=O)NC(=O)NC(C)(C)C (configuration not stated),103,0.7,-11,2,-1,1,-0.2,-3,-6,8
Cc1c(CN2CCCC(C)C2)c(O)n(CCO)c(=O)c1C#N (configuration not stated),96,-0.9,4,1,1,-6,0.0,0,1,-5
O=C(CN(c1cccc(C(F)(F)F)c1)S(=O)(=O)c1ccc(Cl)c([N+](=O)[O-])c1)NCc1ccc(F)cc1,91,5.4,-14,-2,8,-18,1.3,7,26,7
COc1ccc2sc(-c3ccccc3OC)c(-c3ccc(OCCN4CCCC4)cc3)c2c1,97,-3.1,-11,-15,-7,14,4.6,8,49,8
C[C@@H]1CN([C@H](C)CO)S(=O)(=O)c2ccc(Br)cc2O[C@H]1CN(C)C(=O)Nc1cccc(F)c1,102,0.7,1,-1,0,-6,0.0,-5,9,6
CCc1ccc(C(=O)NC(C(=O)O)C(C)C)cc1 (configuration not stated),93,-1.5,9,0,0,-6,-0.1,1,0,21
CCCNC(=S)Nc1ccc(Cl)cc1C,102,-0.6,1,-3,0,-5,0.0,-82,-10,-34
CCOC(=O)c1ccc(S(=O)(=O)N2CCN(CC(=O)NC(=O)NC(C)(C)C)CC2)cc1,99,-0.8,9,7,1,-6,0.0,3,-8,-15
O=C(CSc1ncc(C(F)(F)F)cc1Cl)N1CCN(S(=O)(=O)c2ccccc2)CC1,109,9.2,-10,1,-5,·,1.4,3,-2,-4
COc1ccc2[nH]c(O)c(N=NC(=N)N)c2c1,100,2.6,3,6,4,-3,-0.4,1,-2,2
CN(Cc1cc(-c2ccccc2)on1)C(=O)c1cc(COc2c(F)cccc2F)on1,97,-0.5,-11,-5,-2,-4,0.5,0,2,-2
O=c1[nH]c2cc3c(cc2cc1C(c1nnnn1C1CCCC1)N1CCCc2ccccc21)OCCO3 (configuration not stated),105,-0.3,-6,-2,-3,-4,-0.3,13,-1,·
O=C(CN1c2cccc3cccc(c23)S1(=O)=O)Nc1cccc(S(=O)(=O)N2CCOCC2)c1,90,-0.6,5,-2,0,-21,0.0,4,-11,3
COC(=O)c1ccccc1NC(=O)CSc1nnnn1-c1ccc(C)cc1C,89,-3.8,-15,0,-4,-4,0.1,1,4,-10
Cc1nc(NC(=O)COC(=O)[C@@H](NC(=O)c2ccco2)C(C)C)c(Cl)cc1Cl,86,-0.4,4,-2,0,-3,-0.3,1,17,5
NC(=O)C1(Nc2ccc(Cl)cc2)CCCC1,94,8.7,-9,2,-1,-7,0.1,-4,12,19
C#CCOCCOCCOCCNc1nc(N2CCN(C(=O)[C@H](CCCCN)n3cc(CCCC)nn3)CC2)nc(N2CCN(C(=O)[C@H](CCCCN)n3cc(CCCC)nn3)CC2)n1,98,1.6,1,2,-1,-6,-0.1,3,1,·
COc1ccc(CC(NC(C)=O)C(=O)N2CCN(C(=O)Nc3ccc(Cl)cc3)CC2)cc1OC (configuration not stated),94,-1.2,-4,3,-1,-6,0.1,-1,0,11
O=C(CCC(=O)c1ccccc1)NCc1cccc(C(F)(F)F)c1,96,4.4,-3,-8,-1,-16,0.1,-2,-5,13
O=C(NC1CCN(C(=S)Nc2ccccc2Cl)CC1)C1CCCCC1,101,-0.1,0,-4,-1,-4,0.0,1,3,-7
CCC(NC(=O)c1ccccc1NC(=O)c1ccccc1)C(=O)O (configuration not stated),97,-1.8,0,0,0,-8,-0.2,-5,-3,-7
Cc1cc(OCc2cc(C(=O)N(C)CCc3cnn(C)c3)no2)cc(C)c1Cl,96,-0.3,-1,-6,-1,-1,1.6,-1,-2,-6
Nc1cc(N)cc(C(=O)c2ccccc2)c1,96,-0.1,-13,2,2,-5,-0.1,·,-8,·
CC(NC(=O)c1cc(S(=O)(=O)N2CCCC2)cn1C)c1ccccc1 (configuration not stated),100,0.4,2,4,1,-10,-0.3,·,2,-4

# 3 compounds already listed, sorted by their value in ABCB6 inh 2, high to low:
canonical_smiles,ABCB6 inh 2
Nc1cc(N)cc(C(=O)c2ccccc2)c1,96
CC(=O)Nc1sc(N/N=C\c2cccc(Cl)c2)nc1-c1cccs1,95
NC(=O)C1(Nc2ccc(Cl)cc2)CCCC1,94

# Remaining list, next part
SMILES,ABCB6 inh 2,hiPSC survival,Cardio protect,m5-HT2A agonist,N-glyco inh,CaV13 FRET inh,aDG glyco up,PDI turbidity,Exocytosis inh,Vif imaging
COc1cccc(NC(=O)C2(C)CCN2C(=O)Cc2cccc3ccccc23)c1 (configuration not stated),98,2.7,0,-2,-1,-8,0.0,7,-2,0
COCCn1cnnc1SCC(=O)Nc1cccc(S(=O)(=O)N2CCCCC2)c1,100,-0.2,6,1,3,-3,-0.4,4,1,9
CC(=O)Nc1ccccc1-c1nc2ccccc2nc1OCC(=O)c1ccc(Br)cc1,102,3.1,2,1,0,-9,0.1,1,0,5
CC(=O)N1c2ccc(S(=O)(=O)NCCC(=O)Nc3ccc(C)cn3)cc2CC1C (configuration not stated),92,-0.2,-3,0,2,-2,-0.2,3,-1,-5
Cc1ccc(SCCC(=O)Nc2ccc(OCc3ccccc3)cc2)cc1,99,2.0,-9,3,-1,-6,-0.2,26,4,·
C/C=N\NC(=O)CNC(=O)CNC(=O)c1ccccc1,103,-0.1,6,3,1,-5,-0.5,-3,3,-3
CCc1ccc(CN(C)CC(O)COc2cccc3ccccc23)cc1 (configuration not stated),97,0.3,-2,-9,-1,-2,0.3,7,8,-9
CC(C)(C)C(=O)c1c(N)[nH]c(C(=O)c2ccccc2)c1-c1c(F)cccc1F,94,0.7,·,5,·,-5,-0.3,·,2,·
CCOC(=O)C1CCCN(C(=O)C2CCN(S(=O)(=O)c3ccc(Cl)c(C(F)(F)F)c3)CC2)C1 (configuration not stated),101,-0.3,2,-4,1,-5,0.3,6,0,-1
Brc1ccc(COc2ncnc3ccccc23)cc1,100,2.7,16,-4,0,-7,0.5,-2,39,-3
Cc1ccc(S(=O)(=O)Nc2cccc3c2O[C@H](CN(C)C(=O)Nc2cccc4ccccc24)[C@H](C)CN([C@H](C)CO)C3=O)cc1,102,-2.1,22,1,5,-3,0.2,10,10,-7
COc1ccc(C(=O)NCCc2ccc(F)cc2)cc1OC,100,-0.7,2,-2,2,-6,-0.1,4,-1,-7
COc1ccc(C(=O)CSC2=NS(=O)(=O)c3cc(Cl)ccc3N2)cc1,92,-0.4,-5,0,4,-2,0.0,-94,-6,-1
Cn1c(SCC(=O)c2c(N)n(C)c(=O)n(C)c2=O)nnc1-c1ccc(F)cc1,94,1.2,10,0,2,-4,-0.2,7,2,-8
